From PubChem BioAssay
Tb PGK inh = inhibitors of T. brucei phosphoglycerate kinase; P07378; PGK/GAPDH coupled, Kinase-Glo luminescence, 60 min; Potency, µM (doses to about 57.5 µM), for the others: at the highest dose activity change, negative = inhibition, actives largely listed as inhibitors; 380,000 tested, 0.043% active; AID 602233; further: potency means the concentration at half of the fitted maximal effect; on the % scale 0 is the no-effect control and ±100 the full control effect; nearly all actives have a fitted effect of over 60% in size
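Recombinant glycosomal PGK reaction used 1,3-bisphosphoglycerate generated in-well by GAPDH (100nM final) in 100mM TEA pH 7.6, 5mM MgCl2, 0.01% Tween-20. After 60 minutes at room temperature, ATP was read by Kinase-Glo Plus luminescence end-point.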
PI4K2A inh = PI4K2A (human) kinase inhibition; Q9BTU6; purified PI4K2A, ADP-Glo luminescence, 1 h; hits give low values; activity change, negative = inhibition, % at 76.9 µM; 420,000 tested, 0.13% active; AID 1346378; in the data active means activity change below about -50%; inconclusive means mostly about -30% to -49%;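 further: -100% = wells without enzyme as full effect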
Target sequence (Q9BTU6 whole entry, looked up): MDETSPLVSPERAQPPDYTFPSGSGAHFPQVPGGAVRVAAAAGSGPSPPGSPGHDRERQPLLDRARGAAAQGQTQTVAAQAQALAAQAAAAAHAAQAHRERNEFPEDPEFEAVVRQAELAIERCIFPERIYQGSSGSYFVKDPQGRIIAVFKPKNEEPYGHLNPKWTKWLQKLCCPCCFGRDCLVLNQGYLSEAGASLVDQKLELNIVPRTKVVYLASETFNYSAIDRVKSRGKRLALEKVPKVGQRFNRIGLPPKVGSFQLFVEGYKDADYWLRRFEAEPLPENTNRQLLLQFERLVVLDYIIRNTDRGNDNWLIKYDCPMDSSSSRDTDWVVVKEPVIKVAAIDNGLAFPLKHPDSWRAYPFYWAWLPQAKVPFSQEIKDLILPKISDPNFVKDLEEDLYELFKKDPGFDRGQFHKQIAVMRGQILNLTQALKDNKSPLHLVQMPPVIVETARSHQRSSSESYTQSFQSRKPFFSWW
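In this quantitative HTS, ADP production by PI4K2A was quantified luminescently after 1 h at ambient temperature; 100 microM adenosine served as plate-quality control.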
TrxR1 inh = blocks rat thioredoxin reductase 1; recombinant rTrxR1, NADPH fluorescence consumption, selenite substrate; O89049; Potency, µM (series often up to 114 µM), inactives show top-dose activity change, negative = inhibition, actives largely listed as inhibitors; AID 588453; 390,000 tested, 1% active; further: potency means the concentration at half of the fitted maximal effect; on the % scale 0 is the no-effect control and ±100 the full control effect; nearly all actives have a fitted effect of over 65% in size
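Rat TrxR1 (90 nM in the dispensed reagent) was pre-reduced with 400 uM NADPH for 5 min at room temperature, then incubated with compound for 15 min. After 400 uM selenite was added, NADPH fluorescence (Ex 340/Em 450 nm) was followed for 8 min.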
IDH1 R132H inh = human IDH1 R132H inhibition | Potency, µM (top dose mostly 76.6 µM), inactives show at the top dose activity change, negative = inhibition, actives largely listed as inhibitors | 390,000 tested, 0.093% active | O75874 | AID 602179 | IDH1-R132H enzyme, NADPH consumption, diaphorase/resazurin fluorescence; further: potency means the concentration at half of the fitted maximal effect; on the % scale 0 is the no-effect control and ±100 the full control effect; nearly all actives have a fitted effect of over 65% in size
Target sequence (O75874 whole entry R132H, stated change not applied): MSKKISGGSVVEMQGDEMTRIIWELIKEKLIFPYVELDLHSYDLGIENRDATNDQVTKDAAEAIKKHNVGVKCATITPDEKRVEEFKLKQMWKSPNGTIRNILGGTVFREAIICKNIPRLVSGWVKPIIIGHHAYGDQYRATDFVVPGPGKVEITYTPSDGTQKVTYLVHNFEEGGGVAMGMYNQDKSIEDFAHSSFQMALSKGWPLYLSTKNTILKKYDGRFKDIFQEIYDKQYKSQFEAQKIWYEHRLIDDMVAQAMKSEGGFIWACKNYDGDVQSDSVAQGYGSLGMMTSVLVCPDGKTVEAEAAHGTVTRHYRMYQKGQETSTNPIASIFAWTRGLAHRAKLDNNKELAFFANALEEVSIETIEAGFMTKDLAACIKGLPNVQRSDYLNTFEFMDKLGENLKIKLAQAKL
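IDH1-R132H (0.5 ug/mL) preincubated 30 min with compound, then NADPH (0.016 mM) and alpha-KG (2 mM) added; 80 min at RT, pH 7.5. Remaining NADPH coupled via diaphorase/resazurin to fluorescence (540/590 nm); concentration-response curves normalized to no-enzyme control.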
Pin1 inh = human Pin1 inhibition. Q13526. Pin1 FP peptide displacement, HiFluor488, 10 min. Potency, µM (top dose mostly 115 µM), inactives show at the highest dose activity, negative = inhibition, hits mostly inhibitors. 390,000 tested, 0.009% active. AID 504891; active means well fitted inhibition curve with a large enough effect in the polarisation, with a control signal flat, not every such curve was filed as active; inconclusive means small, poorly fitted or top-dose-only effect, or effect the other way, or a change in a side signal; inactive means no such curve, though single readings can be large or run the other way; the % refers to the polarisation; further: potency means the concentration at half of the fitted maximal effect; on the % scale 0 is the no-effect control and ±100 the full control effect
Target sequence (Q13526 whole entry, looked up): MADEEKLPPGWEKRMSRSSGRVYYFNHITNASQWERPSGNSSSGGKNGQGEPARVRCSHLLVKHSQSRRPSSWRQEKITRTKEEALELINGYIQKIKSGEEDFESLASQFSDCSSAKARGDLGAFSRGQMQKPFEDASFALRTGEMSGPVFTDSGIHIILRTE
TrxR1 substrate = rat thioredoxin reductase 1 substrate activity | O89049 | purified TrxR1 substrate turnover, NADPH consumption readout | Potency, µM (highest dose often 114 µM), inactives show at the highest dose activity change, negative = substrate turnover | 390,000 tested, 0.01% active | AID 588456; further: potency means the concentration at half of the fitted maximal effect; on the % scale 0 is the no-effect control and ±100 the full control effect; nearly all actives have a fitted effect of over 50% in size
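Rat TrxR1, dispensed at 90 nM, was prereduced with 400 uM NADPH (final) for 5 min at ~22 deg C, then incubated with compound 15 min before 400 uM selenite. A first-read NADPH fluorescence drop versus no-compound background flagged substrates.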
HP1b binding inh = inhibitors of HP1-beta chromodomain binding to methylated histone tails; 390,000 tested, 0.56% active; P83916; AlphaScreen HP1-beta / biotin-H3K9me3 peptide binding; Potency, µM (top dose mostly 114 µM), inactives show at the highest dose activity change, negative = inhibition, usual class: inhibitors; further: potency means the concentration at half of the fitted maximal effect; nearly all actives have a fitted effect of over 70% in size; inactives centre near 23
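Compound inhibition of the preformed complex between 50 nM HP1-beta and 50 nM biotinylated H3K9me3 peptide was read by AlphaScreen. Buffer was PBS pH 7.4 with 0.01% Tween-20. Incubations ran 30 min at room temperature, with 10 ug/mL donor/acceptor beads.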
GLS inhibitor = glutaminase GLS (human) inhibition. O94925. GLS enzymatic activity, qHTS titration. Potency, µM (series often up to 45.5 µM), inactives show at the top dose activity change, negative = inhibition, usual class: inhibitors. 410,000 tested, 0.21% active; further: potency means the concentration at half of the fitted maximal effect; on the % scale 0 is the no-effect control and ±100 the full control effect
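Human kidney-isoform GLS in 45 mM KH2PO4 pH 8.2, 0.02% Tween-20, with compound, started with 1mM L-Glutamine (added stock). Glutamate oxidase/HRP/Amplex red coupled fluorescence read at start and after 30 min at RT.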
USP1 inh = inhibitors of human USP1/UAF1 deubiquitinase | Potency, µM (highest dose often 57.1 µM), inactives show at the top dose activity change, negative = inhibition, usual class: inhibitors | O94782 | AID 743255 | recombinant USP1/UAF1, Ub-Rhodamine cleavage fluorescence | 390,000 tested, 0.23% active; further: potency means the concentration at half of the fitted maximal effect; on the % scale 0 is the no-effect control and ±100 the full control effect; nearly all actives have a fitted effect of over 60% in size; inactives centre near -12
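Step one: compound is pinned into 1nM USP1/UAF1 in HEPES pH 7.8 buffer with TCEP. Step two: 15 min room-temperature incubation. Step three: Ub-Rho (150nM final) starts cleavage, tracked by fluorescence over six one-minute reads.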
* marks the source's active call; other numbers are inactive results; i = inactive; ? = inconclusive; / = no result given; [ ] = another dose, or the depositor's remark. Unless noted, the call rests on the fitted dose curve; in most records, active means well fitted curve in the direction sought with a large enough effect; inconclusive means small, poorly fitted or top-dose-only effect, or another doubt; inactive means no such curve, though single readings can be large; an effect the other way counts as inactive or inconclusive. These rows are one share of the data; rates above refer to the full screens.

SMILES | Tb PGK inh | PI4K2A inh | TrxR1 inh | IDH1 R132H inh | Pin1 inh | TrxR1 substrate | HP1b binding inh | GLS inhibitor | USP1 inh
Cc1cccc(-c2nc3scc(CCNS(=O)(=O)c4ccc5c(c4)OCCO5)n3n2)c1 | -7% | 2 | 14%[57.1 µM] | 0% | -1% | 3%[57.1 µM] | 31% | -7% | -13%
S=C(NCCc1ccccn1)Nc1ccc(Cl)c(Cl)c1 | i | 2 | 7% | 2% | -1% | 3% | 29% | 10% | -6%
COc1ccc(Cl)cc1/C=C(\C#N)C(N)=O | 0% | -6 | ? | 0% | 2% | 3% | 34% | -1% | -17%
O=C(CSc1ncnc2ccccc12)Nc1ccc2c(c1)OCO2 | -8% | 2 | 36%[activator] | 0% | 0% | -1% | 34% | 8% | -6%
Cn1c2c(sc1=O)CCC2 | -5% | -9 | 23% | -1% | -8% | 2% | 8% | -5% | -24%
CCCCc1ccc(-c2nn[nH]n2)nc1 | -4% | -18 | / | -2% | / | / | / | 2% | 3%
Fc1ccccc1N1CCN(c2nnnn2-c2ccccc2)CC1 | 5% | 4 | -11% | -4% | ? | -9% | 23% | 6% | -6%
COc1ccc(Nc2nc(Nc3ccc(OC)cc3)nc(-n3[nH]c(=O)c(C)c3C)n2)cc1 | -2% | -3 | -10% | 1% | 8% | -6% | 24% | -2% | -16%
CCC(=O)NNc1nc2c(F)cccc2s1 | -10% | 0 | 21% | 3% | -4% | 3% | 35% | 25% | -23%
Cc1nc(Nc2cccc(O)c2)c2oc3ccccc3c2n1 | / | -1 | 11% | 6% | -5% | -1% | 62%[activator] | 19% | -10%
COc1ccc(C2CC(c3cccs3)Nc3nnnn32)cc1 (centres undefined) | -3% | 3 | 22%[57.1 µM] | 23% | -5% | 0%[57.1 µM] | -6% | -1% | -2%
COc1cc(/C=C/c2nc(C#N)c(NC3CCCCC3)o2)cc(OC)c1OC | 1% | -12 | -4% | 3% | 5% | 285%[activator] | -16% | 1% | -23%
O=C(Nc1ccncc1)Nc1cccc(Cl)c1 | -4% | 1 | 22% | -10% | 4% | -1% | 46%[activator] | 3% | -12%
COC(=O)CSc1nnc(CNC(=O)c2ccc(S(=O)(=O)N(C)C)cc2)n1C | -2% | 0 | 13% | -7% | -3% | 4% | 30% | 0% | -11%
COC(=O)c1ccc(NC(=O)c2cnn(-c3ccc(Cl)cc3)c2C2CCN(C(=O)OC(C)(C)C)CC2)cc1 | i | 1 | 16% | 45%[activator] | 23% | -7% | 42%[activator] | 1% | -32%
O=C(NCCc1ccccc1)c1cnc(Cl)c(Cl)c1 | -3% | 1 | 4%[57.1 µM] | 3% | 1% | -9% | 23% | -1% | -2%
Cc1ccc(Cc2cnc(NC(=O)/C(C#N)=C/c3ccc(-c4ccccc4[N+](=O)[O-])o3)s2)cc1 | -11% | 0 | -14% | 0% | -1% | -16% | 19% | 1% | -7%
CCc1ccc(NC(=O)c2cnc(N3CCN(c4ccccn4)CC3)c3ccccc23)cc1 | i | -2 | 56%[activator][57.1 µM] | 11% | 1% | 117% | 9% | -14% | ?
CCOC(=O)C1=C(C)N(C[C@@H]2CC[C@@H](Cc3ccc(-c4ccccc4)cc3)O2)C(=O)NC1c1cccc2ccccc12 (some centres undefined) | 3% | 2 | 21% | -4% | 8% | -4% | 5% | -1% | -5%
CN1CCN(c2ccc(CNS(=O)(=O)c3ccc(Cl)cc3)cc2)CC1 | -8% | -1 | 20%[57.1 µM] | -2% | 5% | 2%[57.1 µM] | 25% | 10% | -14%
CCCCSCCCNC(=O)CCCN1C(=O)c2ccccc2Sc2ncccc21 | 2% | 4 | -5%[57.1 µM] | 1% | 0% | 6%[57.1 µM] | 3% | 17% | -8%
Cc1ccc(-c2nnc(SCC(=O)N3CCN(c4ccccc4)CC3)o2)cc1 | -3% | 3 | 14% | -4% | 6% | 0% | 24% | -4% | 6%
O=c1oc2ccc(C#CC3(O)CCCCC3)cc2cc1-n1cc(C2(O)CCCCC2)nn1 | -1% | -4 | 9% | -6% | 0% | 13% | 17% | 5% | -27%
CCOc1ccc(S(=O)(=O)N(C(C)=O)c2ccc3oc(C)c(C(=O)OC)c3c2)cc1 | -9% | 2 | 8% | 19% | 24% | 4% | 19% | 0% | ?
Cn1cnnc1Sc1nc([N+](=O)[O-])nn1C | / | 0 | 30% | -2% | 11% | 5% | 42%[activator] | -3% | -21%

Exported with two lines to a compound: entries from further up
Order of results: Tb PGK inh, PI4K2A inh, TrxR1 inh, IDH1 R132H inh, Pin1 inh, TrxR1 substrate, HP1b binding inh, GLS inhibitor, USP1 inh
Cc1cccc(-c2nc3scc(CCNS(=O)(=O)c4ccc5c(c4)OCCO5)n3n2)c1
→ -7%, 2, 14%[57.1 µM], 0%, -1%, 3%[57.1 µM], 31%, -7%, -13%
S=C(NCCc1ccccn1)Nc1ccc(Cl)c(Cl)c1
→ i, 2, 7%, 2%, -1%, 3%, 29%, 10%, -6%

More records follow.
SMILES | Tb PGK inh | PI4K2A inh | TrxR1 inh | IDH1 R132H inh | Pin1 inh | TrxR1 substrate | HP1b binding inh | GLS inhibitor | USP1 inh
COc1ccc(CCNC(=O)CCCn2c(SCC#N)nc3ccccc3c2=O)cc1OC | i | 2 | 7% | 2% | -5% | 5% | 22% | -8% | -7%
CCOC(=O)c1c(NC(=S)NC(=O)c2ccc(Cn3cc(Cl)cn3)o2)sc2c1CCC(C)C2 (centres undefined) | 4% | 1 | 3%[2.29 µM] | -4% | 3% | -1%[2.29 µM] | 24% | 0% | -1%
CC(C)[C@H](NC(=O)c1ccccc1)C(=O)OCC(=O)NCCC1=CCCCC1 | 4% | 1 | -3% | 0% | 1% | -1% | 32% | 5% | -9%
CC1=C(C(=O)OCc2ccccc2)C(c2ccc([N+](=O)[O-])cc2)NC(=O)N1 (centres undefined) | 3% | 3 | 27% | -6% | 5% | 3% | 35% | -1% | -23%
Cc1ccc(NC(=O)/C(=C\c2cccs2)NC(=O)c2ccccc2)cc1 | 3% | -3 | -5%[57.1 µM] | 1% | -2% | 1%[57.1 µM] | 43%[activator] | -3% | -18%
O=C(c1ccc(N2CCOCC2)c([N+](=O)[O-])c1)N1CCN(c2ccccc2F)CC1 | 0% | 1 | 13% | 0% | 1% | 5%[57.1 µM] | -25% | 0% | -4%
CSCC[C@H](NC(=O)C1=NN(c2c(F)c(F)cc(F)c2F)C(=O)CC1)c1nc2ccccc2[nH]1 | 3% | -2 | -5% | -16% | 23% | -4% | 45%[activator] | 8% | -1%
Cn1c(SCc2ccccc2)nnc1-c1c[nH]c2ccccc12 | -3% | 2 | 1%[57.1 µM] | 2% | -3% | 3%[57.1 µM] | -5% | 3% | -6%

Of the compounds above, eleven have a halogen:
SMILES | Tb PGK inh | PI4K2A inh | TrxR1 inh | IDH1 R132H inh | Pin1 inh | TrxR1 substrate | HP1b binding inh | GLS inhibitor | USP1 inh
S=C(NCCc1ccccn1)Nc1ccc(Cl)c(Cl)c1 | i | 2 | 7% | 2% | -1% | 3% | 29% | 10% | -6%
COc1ccc(Cl)cc1/C=C(\C#N)C(N)=O | 0% | -6 | ? | 0% | 2% | 3% | 34% | -1% | -17%
Fc1ccccc1N1CCN(c2nnnn2-c2ccccc2)CC1 | 5% | 4 | -11% | -4% | ? | -9% | 23% | 6% | -6%
CCC(=O)NNc1nc2c(F)cccc2s1 | -10% | 0 | 21% | 3% | -4% | 3% | 35% | 25% | -23%
O=C(Nc1ccncc1)Nc1cccc(Cl)c1 | -4% | 1 | 22% | -10% | 4% | -1% | 46%[activator] | 3% | -12%
COC(=O)c1ccc(NC(=O)c2cnn(-c3ccc(Cl)cc3)c2C2CCN(C(=O)OC(C)(C)C)CC2)cc1 | i | 1 | 16% | 45%[activator] | 23% | -7% | 42%[activator] | 1% | -32%
O=C(NCCc1ccccc1)c1cnc(Cl)c(Cl)c1 | -3% | 1 | 4%[57.1 µM] | 3% | 1% | -9% | 23% | -1% | -2%
CN1CCN(c2ccc(CNS(=O)(=O)c3ccc(Cl)cc3)cc2)CC1 | -8% | -1 | 20%[57.1 µM] | -2% | 5% | 2%[57.1 µM] | 25% | 10% | -14%
CCOC(=O)c1c(NC(=S)NC(=O)c2ccc(Cn3cc(Cl)cn3)o2)sc2c1CCC(C)C2 (centres undefined) | 4% | 1 | 3%[2.29 µM] | -4% | 3% | -1%[2.29 µM] | 24% | 0% | -1%
O=C(c1ccc(N2CCOCC2)c([N+](=O)[O-])c1)N1CCN(c2ccccc2F)CC1 | 0% | 1 | 13% | 0% | 1% | 5%[57.1 µM] | -25% | 0% | -4%
CSCC[C@H](NC(=O)C1=NN(c2c(F)c(F)cc(F)c2F)C(=O)CC1)c1nc2ccccc2[nH]1 | 3% | -2 | -5% | -16% | 23% | -4% | 45%[activator] | 8% | -1%
